Screens as filed in PubChem BioAssay.
DT40 TDP1 CPT: DT40-hTDP1 cell growth loss with CPT; 420,000 tested, 12% active; chicken DT40 Tdp1-/-;hTDP1 cells + 20 nM CPT, ATP luminescence, 48 h; AID 686979; Potency, µM (top dose mostly 46.2 µM), without a hit: at the top dose activity change, negative = growth inhibition, hits mostly inhibitors; further: nearly all actives have a fitted effect of over 55% in size
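Cell growth measured by CellTiter-Glo luminescence after a minimum 48 h, 37 C compound exposure with 20 nM CPT in Tdp1-knockout DT40 cells stably expressing hTDP1, seeded 400/well; qHTS titration format.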
KAT2A inh: GCN5L2 (KAT2A) acetyltransferase inhibition. Q92830. GCN5L2 HAT assay, ThioGlo1 CoA-SH fluorescence. Potency, µM (titrated, usually from 58.9 µM), for the others: top-dose activity change, negative = inhibition, most hits filed as inhibitors. 390,000 tested, 0.21% active. AID 504327
Target sequence (Q92830 whole entry, looked up): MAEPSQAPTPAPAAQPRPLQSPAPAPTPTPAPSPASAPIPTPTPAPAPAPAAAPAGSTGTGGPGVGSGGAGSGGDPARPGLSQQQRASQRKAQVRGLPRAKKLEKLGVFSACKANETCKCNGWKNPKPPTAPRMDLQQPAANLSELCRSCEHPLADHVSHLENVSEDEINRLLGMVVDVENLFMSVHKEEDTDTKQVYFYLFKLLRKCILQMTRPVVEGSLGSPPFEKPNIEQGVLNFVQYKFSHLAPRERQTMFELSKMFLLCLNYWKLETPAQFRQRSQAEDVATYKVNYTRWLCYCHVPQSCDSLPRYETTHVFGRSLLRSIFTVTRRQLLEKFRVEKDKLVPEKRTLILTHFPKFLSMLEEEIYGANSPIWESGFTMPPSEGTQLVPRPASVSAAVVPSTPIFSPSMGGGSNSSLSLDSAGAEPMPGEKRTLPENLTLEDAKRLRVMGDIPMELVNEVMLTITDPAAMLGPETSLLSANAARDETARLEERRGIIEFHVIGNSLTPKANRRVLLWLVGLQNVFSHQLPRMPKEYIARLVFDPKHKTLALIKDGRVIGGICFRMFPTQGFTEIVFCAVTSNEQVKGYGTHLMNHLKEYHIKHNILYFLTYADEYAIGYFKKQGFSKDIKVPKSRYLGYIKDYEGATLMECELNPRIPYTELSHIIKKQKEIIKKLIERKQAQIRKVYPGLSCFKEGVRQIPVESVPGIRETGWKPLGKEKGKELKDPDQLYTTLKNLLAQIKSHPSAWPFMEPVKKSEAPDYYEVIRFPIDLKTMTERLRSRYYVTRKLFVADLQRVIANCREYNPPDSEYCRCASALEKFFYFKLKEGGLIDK
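Preincubate 20nM GCN5L2 with compound 15 min, RT → add 50uM ThioGlo1 + 75uM H3(1-25) + 70uM acetyl-CoA → read fluorescence 0 and 20 min. Primary qHTS; fluorescent artifacts likely.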
DT40 TDP1 no CPT: qHTS for Inhibitors of human tyrosyl-DNA phosphodiesterase 1 (TDP1): qHTS in cells in absence of CPT | Potency, µM (highest dose often 46.2 µM), for inactives: at the highest dose activity change, negative = growth inhibition, usual class: inhibitors | 420,000 tested, 15% active | DT40 Tdp1-/- hTDP1 cells, no CPT, ATP luminescence, 48 h; further: nearly all actives have a fitted effect of over 55% in size
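Chicken DT40 Tdp1-/- cells complemented with human TDP1, screened without camptothecin (DMSO vehicle only), 400 cells/well. Compounds pin-transferred, cells incubated at 37 °C for at least 48 hr. Growth read as ATP-dependent luminescence (CellTiter-Glo, 30 min at RT).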
* hit, by the source's call. The call rests on the fitted dose curve; in most records, active means well fitted curve in the direction sought with a large enough effect; inconclusive means small, poorly fitted or top-dose-only effect, or another doubt; inactive means no such curve, though single readings can be large; an effect the other way counts as inactive or inconclusive. On the % scale 0 is the no-effect control and ±100 the full control effect; potency means the concentration at half of the fitted maximal effect.

Results for CCN(c1ccc(C)cc1C)S(=O)(=O)c1nnc(NC(=O)C(C)C)s1 ?
DT40 TDP1 CPT: inconclusive; KAT2A inh: 11%; DT40 TDP1 no CPT: -15%

What do the screens show for `COc1cccc(CNC(=O)C2CCN(S(=O)(=O)c3ccc4c(c3)CCC(=O)N4)CC2)c1`?
DT40 TDP1 CPT: 0%; KAT2A inh: -4%; DT40 TDP1 no CPT: -2%

Results for CCO[C@H]1OC(C(=O)N2CCOCC2)=C[C@@H](c2ccc(C(F)(F)F)cc2)[C@@H]1CCCO ?
DT40 TDP1 CPT: 0.52µM*; KAT2A inh: -3%; DT40 TDP1 no CPT: inconclusive

How did CC(=O)c1ccc(NC(=O)c2ccc3c(c2)nnn3C2CCCC2)cc1 do in these assays?
DT40 TDP1 CPT: 0%; KAT2A inh: 2%; DT40 TDP1 no CPT: -3%

What do the screens show for `COc1cc(C2c3cc4c(cc3OC(NNC(N)=O)C2C)OCO4)cc(OC)c1OC` (stereo unspecified)?
DT40 TDP1 CPT: 1.3µM*; DT40 TDP1 no CPT: 1.3µM*

What do the screens show for `O=C(O)c1ccccc1-c1nnc2c(Cl)cc(C(F)(F)F)cn12`?
DT40 TDP1 CPT: -10%; KAT2A inh: -12%; DT40 TDP1 no CPT: 23%

How did CCOC(=O)Cc1csc(NC(=O)CSC2=NCCS2)n1 do in these assays?
DT40 TDP1 CPT: inconclusive; KAT2A inh: -35%; DT40 TDP1 no CPT: -30%

Results for Cc1noc(C)c1COc1ccc(C(=O)OCC(=O)N2c3ccccc3NC(=O)C2(C)C)cc1 ?
DT40 TDP1 CPT: inconclusive; KAT2A inh: -27%; DT40 TDP1 no CPT: inconclusive

Results for O=C(NCCc1nc2ccccc2[nH]1)/C(=C/c1ccc(F)cc1)NC(=O)c1ccco1 ?
DT40 TDP1 CPT: -2%; KAT2A inh: -1%; DT40 TDP1 no CPT: -12%

How did CCCNC(=O)C1(C)CCN(C(=O)COc2ccc(C(C)(C)C)cc2)C1 (stereo unspecified) do in these assays?
DT40 TDP1 CPT: -19%; DT40 TDP1 no CPT: -27%

How did CNc1c(NC(=O)c2ccc(OC)c(OC)c2)c(=O)oc2ccccc12 do in these assays?
DT40 TDP1 CPT: 4%; KAT2A inh: -4%; DT40 TDP1 no CPT: -8%

What do the screens show for `COc1ccc(-c2nc3ccc(Br)cn3c2Cc2ccccc2C(F)(F)F)cc1OC`?
DT40 TDP1 CPT: inconclusive; DT40 TDP1 no CPT: inconclusive

Results for C=CCOc1cccc(/C=N/NC(=O)CC(=O)NC2CCCCC2)c1 ?
DT40 TDP1 CPT: 2%; KAT2A inh: -5%; DT40 TDP1 no CPT: 2%

How did O=S(=O)(NC1CCN(Cc2ccccc2)CC1)c1ccc(Cl)cc1 do in these assays?
DT40 TDP1 CPT: -1%; KAT2A inh: -6%; DT40 TDP1 no CPT: inconclusive

Results for CCOc1ccc(C2c3c(-c4ccccc4O)n[nH]c3C(=O)N2Cc2cccnc2)cc1OC (stereo unspecified) ?
DT40 TDP1 CPT: -21%; KAT2A inh: -6%; DT40 TDP1 no CPT: 6%

Results for COc1ccc(C2OC(=O)Cc3cc(OC)c(OC)cc32)cc1 (stereo unspecified) ?
DT40 TDP1 CPT: -6%; KAT2A inh: -7%; DT40 TDP1 no CPT: -28%

Results for CCC(C)c1ccc(OCCn2cc(/C=N/NC(=O)CSc3nnc(C)s3)c3ccccc32)cc1 (stereo unspecified) ?
DT40 TDP1 CPT: inconclusive; KAT2A inh: -6%; DT40 TDP1 no CPT: inconclusive

How did c1csc(CNc2ccnc(-c3ccoc3)n2)c1 do in these assays?
DT40 TDP1 CPT: inconclusive; KAT2A inh: -13%; DT40 TDP1 no CPT: -26%

Results for CCc1ccc(NC(=O)C(C)Nc2ccc(S(=O)(=O)NC(C)=O)cc2)cc1 (stereo unspecified) ?
DT40 TDP1 CPT: -6%; KAT2A inh: -2%; DT40 TDP1 no CPT: -10%

How did O=C(O)c1ccccc1C(=O)N1CCN(Cc2ccc3c(c2)OCO3)CC1 do in these assays?
DT40 TDP1 CPT: 10%; KAT2A inh: -6%; DT40 TDP1 no CPT: 24%

How did Cc1cccc(N(Cc2ccccc2)C(=O)C2CCN(C(=O)c3ccccc3C)CC2)c1 do in these assays?
DT40 TDP1 CPT: 12µM*; KAT2A inh: -10%; DT40 TDP1 no CPT: 5.8µM*

How did O=C(CSc1nc2c(sc3ccccc32)c(=O)n1Cc1ccccc1)NCC1CCCO1 (stereo unspecified) do in these assays?
DT40 TDP1 CPT: inconclusive; KAT2A inh: -4%; DT40 TDP1 no CPT: -14%

How did CCC1CCCCN1C(=O)CSc1nc(-c2ccc(OC)c(OC)c2)cc(C(F)(F)F)n1 (stereo unspecified) do in these assays?
DT40 TDP1 CPT: inconclusive; KAT2A inh: -18%; DT40 TDP1 no CPT: 23µM*

Results for CCOC(=O)C1=NN(c2cccc(Cl)c2)C2=NC(C)=C(C(=O)OC)C(c3cccs3)N12 (stereo unspecified) ?
DT40 TDP1 CPT: 0%; KAT2A inh: -3%; DT40 TDP1 no CPT: -16%

How did Cc1cc(C)c2nc(N(CCCN(C)C)C(=O)C3=COCCO3)sc2c1 do in these assays?
DT40 TDP1 CPT: 16µM*; KAT2A inh: 1%; DT40 TDP1 no CPT: 21µM*

How did COC(=O)[C@@H]1Cc2c([nH]c3ccccc23)C(C)N1C(=O)c1ccccc1 (stereo partly specified) do in these assays?
DT40 TDP1 CPT: inconclusive; KAT2A inh: -24%; DT40 TDP1 no CPT: inconclusive

How did CC(C)[C@H](N)C(=O)NC[C@H]1CC[C@H](C(=O)N[C@@H](Cc2ccccc2)C(=O)O)CC1 do in these assays?
DT40 TDP1 CPT: 8%; KAT2A inh: -6%; DT40 TDP1 no CPT: -5%

What do the screens show for `COc1ccc(S(=O)(=O)NCCc2csc3nc(-c4ccc(OC)c(OC)c4)nn23)cc1C`?
DT40 TDP1 CPT: inconclusive; KAT2A inh: -3%; DT40 TDP1 no CPT: 16µM*

How did Cn1c(=O)[nH]c(=O)c2[nH]c(NCCCN3CCOCC3)nc21 do in these assays?
DT40 TDP1 CPT: -2%; KAT2A inh: -5%; DT40 TDP1 no CPT: 7%

Results for CCc1cccc(-n2nnc(-c3nsc(NC(=O)c4cccc(OC)c4)n3)c2C)c1 ?
DT40 TDP1 CPT: inconclusive; KAT2A inh: -16%; DT40 TDP1 no CPT: inconclusive

The closing 2 records of the section above open the next one:
How did Cn1c(=O)[nH]c(=O)c2[nH]c(NCCCN3CCOCC3)nc21 do in these assays?
DT40 TDP1 CPT: -2%; KAT2A inh: -5%; DT40 TDP1 no CPT: 7%

Results for CCc1cccc(-n2nnc(-c3nsc(NC(=O)c4cccc(OC)c4)n3)c2C)c1 ?
DT40 TDP1 CPT: inconclusive; KAT2A inh: -16%; DT40 TDP1 no CPT: inconclusive

Results for C=CCc1c(C)nc(-c2ccccc2)nc1Nc1ccccc1O ?
DT40 TDP1 CPT: inconclusive; KAT2A inh: -12%; DT40 TDP1 no CPT: inconclusive

Results for Cc1ccc(Cn2nnnc2CN2CCC(NC(=O)c3ccc(Br)cc3)CC2)cc1 ?
DT40 TDP1 CPT: inconclusive; KAT2A inh: 0%; DT40 TDP1 no CPT: 18µM*

How did CC(C)(C)NC(=S)N1CCC2CC1c1c(Cl)cccc12 (stereo unspecified) do in these assays?
DT40 TDP1 CPT: -5%; DT40 TDP1 no CPT: inconclusive

How did O=S(=O)(c1ccc(F)c(F)c1)N1CCC2(CC1)OCCO2 do in these assays?
DT40 TDP1 CPT: 20%; KAT2A inh: 1%; DT40 TDP1 no CPT: 6%

What do the screens show for `CCc1nc2c(OCc3ccc(C#N)cc3)cccn2c1N(C)C(=O)c1ccc(C)cc1`?
DT40 TDP1 CPT: 18µM*; DT40 TDP1 no CPT: 18µM*

Results for O=S(=O)(Cc1ccccc1)c1cnc2ccccc2n1 ?
DT40 TDP1 CPT: 16µM*; KAT2A inh: 4%; DT40 TDP1 no CPT: 16µM*

What do the screens show for `CC(NC(=O)C1CCCN1C(=O)c1cccs1)c1ccc(Cl)cc1Cl` (stereo unspecified)?
DT40 TDP1 CPT: -13%; DT40 TDP1 no CPT: -16%

How did CCCc1cc(=O)[nH]c(SCC(=O)NC2CCCc3ccccc32)n1 (stereo unspecified) do in these assays?
DT40 TDP1 CPT: 0%; KAT2A inh: -7%; DT40 TDP1 no CPT: 9%

Results for COC(=O)Cn1nc(-c2ccccc2)n(-c2ccccc2)c1=S ?
DT40 TDP1 CPT: -11%; KAT2A inh: 3%; DT40 TDP1 no CPT: -21%

Results for COc1ccc(Oc2ncc3nc(C)c(=O)n(Cc4ccc(F)cc4)c3n2)cc1 ?
DT40 TDP1 CPT: inconclusive; KAT2A inh: -9%; DT40 TDP1 no CPT: 21µM*

Results for O=C(COC(=O)c1cnccn1)NCc1ccc2c(c1)OCO2 ?
DT40 TDP1 CPT: -1%; KAT2A inh: -7%; DT40 TDP1 no CPT: -3%

How did COc1cc2c(cc1OC)-c1c(oc3cc(O)cc(O)c3c1=O)CO2 do in these assays?
DT40 TDP1 CPT: inconclusive; KAT2A inh: -9%; DT40 TDP1 no CPT: inconclusive

How did COc1ccccc1CNc1ccnc(-c2ccc(N(C)C)cc2)n1 do in these assays?
DT40 TDP1 CPT: inconclusive; KAT2A inh: -20%; DT40 TDP1 no CPT: inconclusive

How did COc1cc(CNCCc2ccccc2F)ccc1OCC(=O)N1CCCCC1 do in these assays?
DT40 TDP1 CPT: 2%; KAT2A inh: 1%; DT40 TDP1 no CPT: -14%

How did COc1ccc(NC(=O)c2cc(OC)c(OC)c(OC)c2Br)cc1OC do in these assays?
DT40 TDP1 CPT: -7%; KAT2A inh: 1%; DT40 TDP1 no CPT: -2%

Results for Cc1ccc2oc(C(=O)N(CCO)Cc3ccccc3)c(C)c2c1 ?
DT40 TDP1 CPT: inconclusive; KAT2A inh: -1%; DT40 TDP1 no CPT: inconclusive

How did CC1CCCN(C(=O)CSc2nnc3n(C4CCCC4)c(=O)c4ccccc4n23)C1 (stereo unspecified) do in these assays?
DT40 TDP1 CPT: 23µM*; KAT2A inh: -13%; DT40 TDP1 no CPT: 16µM*

Results for O=C(CCCN1C(=O)c2cccc3cccc(c23)C1=O)N1CCN(c2ccc(F)cc2)CC1 ?
DT40 TDP1 CPT: inconclusive; KAT2A inh: 0%; DT40 TDP1 no CPT: 16µM*

What do the screens show for `COn1c(=O)c(-c2ccc(F)cc2)[n+]([O-])c2ccccc21`?
DT40 TDP1 CPT: 9%; KAT2A inh: -4%; DT40 TDP1 no CPT: 1%

Results for CCOC(=O)C1CCN(CCCSc2ccc(Cl)cc2)CC1 ?
DT40 TDP1 CPT: -6%; KAT2A inh: 0%; DT40 TDP1 no CPT: -24%

What do the screens show for `CCOc1ccc(N(C(C)C(=O)NC2CCCCCC2)S(C)(=O)=O)cc1` (stereo unspecified)?
DT40 TDP1 CPT: -29%; KAT2A inh: -4%; DT40 TDP1 no CPT: inconclusive

How did CCCCCCCN1C(Nc2ccccc2)=NC[C@@H]1Cc1ccccc1 do in these assays?
DT40 TDP1 CPT: inconclusive; KAT2A inh: -10%; DT40 TDP1 no CPT: 18µM*

What do the screens show for `CCOC(=O)N1CCc2c(sc3c2c(=O)n(Cc2ccccc2)c(=O)n3Cc2ccccc2F)C1`?
DT40 TDP1 CPT: inconclusive; KAT2A inh: -6%; DT40 TDP1 no CPT: inconclusive

What do the screens show for `N=C(c1ccc([N+](=O)[O-])cc1)N1CCCCCC1`?
DT40 TDP1 CPT: -27%; KAT2A inh: -6%; DT40 TDP1 no CPT: -18%

In the list so far, these contain a Cl atom:
What do the screens show for `O=C(O)c1ccccc1-c1nnc2c(Cl)cc(C(F)(F)F)cn12`?
DT40 TDP1 CPT: -10%; KAT2A inh: -12%; DT40 TDP1 no CPT: 23%

How did O=S(=O)(NC1CCN(Cc2ccccc2)CC1)c1ccc(Cl)cc1 do in these assays?
DT40 TDP1 CPT: -1%; KAT2A inh: -6%; DT40 TDP1 no CPT: inconclusive

Results for CCOC(=O)C1=NN(c2cccc(Cl)c2)C2=NC(C)=C(C(=O)OC)C(c3cccs3)N12 (stereo unspecified) ?
DT40 TDP1 CPT: 0%; KAT2A inh: -3%; DT40 TDP1 no CPT: -16%

How did CC(C)(C)NC(=S)N1CCC2CC1c1c(Cl)cccc12 (stereo unspecified) do in these assays?
DT40 TDP1 CPT: -5%; DT40 TDP1 no CPT: inconclusive

What do the screens show for `CC(NC(=O)C1CCCN1C(=O)c1cccs1)c1ccc(Cl)cc1Cl` (stereo unspecified)?
DT40 TDP1 CPT: -13%; DT40 TDP1 no CPT: -16%

Results for CCOC(=O)C1CCN(CCCSc2ccc(Cl)cc2)CC1 ?
DT40 TDP1 CPT: -6%; KAT2A inh: 0%; DT40 TDP1 no CPT: -24%

A portion of the library; count on the stated rates, not on these rows.
